Screens deposited in PubChem by The Scripps Research Institute Molecular Screening Center.
LEDGF integ inh: blocks HIV-1 LEDGF/p75-dependent DNA integration; inhibition, % at 3.7 µM; 370,000 tested, 0.64% active; TR-FRET IN-LEDGF/p75 DNA integration, Eu/Cy5; AID 743269;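 active means inhibition above the screen-wide mean plus 3 SD, cut at about 13% in these data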;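 further: signal is the Cy5 over europium emission ratio at 671 and 618 nm; 0% = plate median of compound wells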
MBD2 DNA inh: MBD2-methylated oligo binding inhibition; TR-FRET, MBD2 binding to methylated oligonucleotide; inhibition, % at 4.4 µM; 370,000 tested, 0.31% active; in the data active means inhibition above about 13%
SIAE inh: human SIAE inhibition, primary screen. 370,000 tested, 0.69% active. inhibition, % at 9.66 µM. Q9HAT2. SIAE FP-Rh probe binding, fluorescence polarization. AID 1053197;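 active means inhibition above a cutoff: mean of compounds within the control limits plus 3 SD of those, cut at about 17% in these data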;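 further: 0% = plate median of compound wells and 100% = probe without SIAE protein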
Target sequence (Q9HAT2 whole entry, looked up): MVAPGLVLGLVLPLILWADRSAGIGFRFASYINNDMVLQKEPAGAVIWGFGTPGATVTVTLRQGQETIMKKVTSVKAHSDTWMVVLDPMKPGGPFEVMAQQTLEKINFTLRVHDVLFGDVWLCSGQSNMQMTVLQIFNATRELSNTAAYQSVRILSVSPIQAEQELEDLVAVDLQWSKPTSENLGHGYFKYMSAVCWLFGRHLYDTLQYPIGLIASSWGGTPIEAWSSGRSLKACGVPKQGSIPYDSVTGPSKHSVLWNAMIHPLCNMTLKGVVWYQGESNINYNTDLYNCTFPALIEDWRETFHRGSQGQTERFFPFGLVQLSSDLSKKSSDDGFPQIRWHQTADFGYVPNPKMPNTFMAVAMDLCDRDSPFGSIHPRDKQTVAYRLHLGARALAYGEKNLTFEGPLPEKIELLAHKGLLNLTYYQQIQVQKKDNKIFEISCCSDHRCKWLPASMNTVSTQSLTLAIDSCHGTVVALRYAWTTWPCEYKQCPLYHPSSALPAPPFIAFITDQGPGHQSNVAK
DDE Tn7 FP inh: inhibitors of Tn7 peptide binding to human fibrin DD(E); inhibition, % at 8.3 µM; 370,000 tested, 0.13% active; FP displacement of FITC-Tn7 peptide from fibrin DD(E); 0% = median of compound wells per plate;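 active means inhibition above the mean of compounds falling within the control limits plus 3 SD of them, cut at about 14% in these data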;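 further: 0% = plate median of compound wells and 100% = 10 µM Aha-Tn7 peptide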
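Assay system: human fibrin DD(E) protein / Input: 2 µM fibrin DD(E) / Benchmarks: high control of 10 µM Aha-Tn7 peptide / Measured by: fluorescence polarization of the labelled Tn7 tracer / Medium: Tris buffer with calcium and detergent, pH 7.8 / Timing: 10 min compound pre-incubation, 3 h probe incubation at room temperature / Repeats: one replicate per compound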
TCR-CD3 inh: human TCR-CD3 binding inhibition | TAMRA-labeled TCR probe fluorescence, biochemical | inhibition, % at 9.4 µM | 360,000 tested, 0.37% active; in the data active means inhibition above about 19%;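 further: recombinant mutant TCR 2C K166C tagged with TAMRA read by polarization; 0% = receptor in buffer alone and 100% = receptor with positive control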
KLK7 zymogen act: proKLK7 (human) activation, primary screen | activation, % at 7 µM | 370,000 tested, 0.9% active | AID 652039 | purified proKLK7, EDANS-DABCYL substrate fluorescence; 100% is mature enzyme control, 0% vehicle;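 active means activation above the mean of all tested compounds plus 3 SD, computed per campaign excluding outliers beyond control limits, cut at about 13% in these data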
PRMT1 FP inh: blocks human protein arginine methyltransferase 1; Q99873; recombinant PRMT1, activity-based probe fluorescence polarization; inhibition, % at 2.79 µM; 370,000 tested, 1.3% active;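 active means inhibition above about 21% made by adding two undisclosed values, limit read from the data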
Target sequence (Q99873 whole entry, looked up): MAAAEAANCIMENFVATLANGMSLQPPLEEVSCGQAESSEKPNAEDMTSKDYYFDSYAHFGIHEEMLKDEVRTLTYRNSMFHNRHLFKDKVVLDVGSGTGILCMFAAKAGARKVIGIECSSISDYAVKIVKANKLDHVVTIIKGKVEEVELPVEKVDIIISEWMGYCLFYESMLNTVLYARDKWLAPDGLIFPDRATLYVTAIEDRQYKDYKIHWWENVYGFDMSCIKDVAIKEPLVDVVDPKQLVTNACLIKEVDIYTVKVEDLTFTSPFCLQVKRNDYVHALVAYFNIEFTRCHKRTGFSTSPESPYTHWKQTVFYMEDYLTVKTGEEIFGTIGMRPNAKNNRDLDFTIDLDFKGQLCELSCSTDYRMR
DDE Tn6 FP inh: DD(E)-Tn6 binding inhibition, primary FP screen. inhibition, % at 8.3 µM. P02675. 370,000 tested, 0.21% active. AID 720509. Fibrin DD(E) TRITC-Tn6 fluorescence polarization displacement;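 active means inhibition above a per-campaign cutoff: mean of compounds within control limits plus 3 SD, cut at about 15% in these data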;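 further: 0% = median of all compound wells on the plate and 100% = blocking peptide control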
UHRF1 binding: blocks human UHRF1 binding to methylated DNA. 370,000 tested, 0.75% active. inhibition, % at 4.4 µM. UHRF1 binding to methylated oligo, TR-FRET; in the data active means inhibition above about 21%;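 further: UHRF1 SRA domain binding a hemimethylated CpG hairpin DNA probe; 0% = median of test compound wells and 100% = reference inhibitor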
TDP2 inh: TDP2 (human) inhibition, absorbance primary screen | O95551 | inhibition, % at 12.8 µM | AID 720702 | 370,000 tested, 0.34% active | recombinant TDP2, T5PNP hydrolysis, p-nitrophenol absorbance 415 nm;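 active means inhibition above the mean of all tested compounds plus 3 SD, set per campaign, cut at about 25% in these data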;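 further: 0% = DMSO with enzyme and 100% = buffer with substrate but no TDP2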
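Assay system: Recombinant human TDP2 | Quantity: 120 nM TDP2 per well | Incubation: 2 h at 37 °C | Signal: Epi absorbance | Evaluation: Percent inhibition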
* = called active by the depositor.

SMILES | LEDGF integ inh | MBD2 DNA inh | SIAE inh | DDE Tn7 FP inh | TCR-CD3 inh | KLK7 zymogen act | PRMT1 FP inh | DDE Tn6 FP inh | UHRF1 binding | TDP2 inh
O=C(CN1CCN(C(=O)C2CCC2)CC1)Nc1ccc(F)cc1 | -3.6 | 1.1 | -3.0 | 3.1 | -1.6 | -0.3 | 6.7 | -6.8 | -3.2 | 7.3
CCOc1cccc(=O)c2c(C)n(Cc3ccco3)c(C)c12 | 31.0* | 0.3 | -3.1 | 0.4 | 3.3 | 0.7 | 17.5 | -7.3 | 1.9 | -5.1
O=C(CCCCCCCCC(=O)N1CCCCC1)N1CCCCC1 | 0.6 | -4.4 | 3.7 | 3.9 | 1.3 | 0.0 | -7.2 | -3.4 | 0.2 | 3.8
CCc1ccc(NC(=O)CCC(=O)N2CCSc3ccccc32)cc1 | 0.7 | -4.6 | -4.9 | -1.9 | -1.1 | 1.7 | -1.6 | 7.2 | -2.5 | -7.9
O=C(NCCN1CCOCC1)/C(=C\c1ccc(Br)cc1)NC(=O)c1cccs1 | 5.1 | -0.7 | 16.8 | -0.4 | 0.5 | -0.2 | -3.8 | 5.7 | -4.2 | 10.8
COc1ccc(-c2ccc(SCC(=O)NCc3ccco3)nn2)cc1 | 4.9 | 5.3 | -5.2 | 5.0 | -5.2 | 0.4 | 7.3 | 1.1 | 2.8 | -0.1
COc1ccccc1C(C)NC(=O)c1ccccc1SCC(=O)N1CCCC1 (stereo unspecified) | 0.1 | -2.1 | 8.5 | -6.6 | -6.0 | -0.2 | 0.4 | 2.5 | -1.4 | 7.3
Cc1nn(C)c(=O)c(N)c1-c1cc(-c2ccc(Cl)c(Cl)c2)n[nH]1 | 0.9 | 1.4 | -4.5 | 0.0 | -8.0 | 0.3 | -2.1 | -4.3 | -0.5 | 3.9
O=C(COc1cccnc1[N+](=O)[O-])N1CCN(S(=O)(=O)c2ccc3ccccc3c2)CC1 | -1.1 | 3.0 | -1.4 | 4.7 | 5.9 | 0.3 | -4.2 | 0.8 | -0.2 | 12.5
C=CCNC(=S)Nc1ccc(N2CCOCC2)c(S(=O)(=O)Nc2ccccc2Cl)c1 | -1.0 | -5.7 | -1.5 | 9.6 | 8.0 | 0.0 | 0.9 | 4.2 | -0.9 | 1.4
CCCOc1ccc(NC(=O)CC2C(=O)Nc3ccccc3N2CC(=O)N2CCCC2)cc1 (stereo unspecified) | 0.2 | -0.1 | 10.7 | -0.1 | -3.4 | -0.7 | -1.5 | 8.3 | -1.5 | 3.1
COc1cc(OC)c2c(-c3cccc(-c4sccc4C(C)=O)c3)cc(=O)oc2c1 | -1.0 | -1.8 | -6.0 | 11.2 | 3.0 | 0.2 | 2.1 | 5.6 | -0.1 | 7.5
O=C(Nc1ccc2c(c1)N(S(=O)(=O)c1cccs1)CCC2)c1c(F)cccc1Cl | 3.0 | -5.4 | -30.6 | 8.7 | 0.5 | 0.8 | -1.9 | 14.7 | -3.7 | 16.0
COc1ccc(CN(CCC(C)C)S(=O)(=O)c2ccccc2Br)cc1 | -1.9 | 2.3 | -7.0 | -0.4 | -6.8 | 0.4 | 3.0 | -6.5 | 5.7 | 2.8
COc1cc(/C(C)=N/NC(=O)c2cccc(S(=O)(=O)N3CCCC3)c2)cc(OC)c1OC | 4.5 | -4.2 | -0.8 | 8.1 | -6.4 | -0.1 | -1.8 | -1.1 | 0.4 | -17.8
Cc1ccsc1/C=N/NC(=O)C(N)=O | -2.3 | 2.1 | 0.9 | 6.5 | 5.3 | -0.4 | 0.7 | -0.3 | -0.8 | 3.8
CCCCCN=C(N)N/N=C/c1c[nH]c2ccc(OC)cc12 | -3.5 | -0.4 | -4.5 | 2.8 | -3.8 | 0.0 | -0.1 | -4.7 | 0.2 | -14.1
CC(=O)Nc1ccc(NC(=O)CSc2nc3c(=O)n(C)c(=O)n(C)c3n2C)cc1 | -0.1 | -0.8 | 6.5 | -1.9 | -4.4 | 0.5 | -7.4 | 0.1 | -0.7 | 14.3
CCCCNC(=S)Nc1ccc2nc3n(c(=O)c2c1)CCCCC3 | 3.0 | 8.0 | -3.3 | 0.1 | -5.0 | 0.4 | 7.2 | -5.1 | 8.2 | -8.1
O=C(NC1CCCC1)C(c1cccnc1)N(CCc1ccccc1)C(=O)c1ccco1 (stereo unspecified) | -4.7 | 1.4 | 1.9 | 2.1 | 1.9 | 0.7 | -3.4 | 0.0 | -2.4 | -10.7
CCN(CC(=O)Nc1c(F)cccc1F)C(=O)C1=COCCO1 | -1.5 | -1.3 | 2.7 | 3.2 | -2.0 | -0.1 | -1.7 | 7.8 | 1.6 | 4.5
COc1ccc(C2=NO[C@@H]3C(=O)N(c4ccc5c(c4)OCCO5)C(=O)[C@H]23)cc1OC | 0.2 | -0.3 | 0.8 | -2.2 | 5.6 | -0.2 | -2.4 | 2.1 | -0.7 | 5.7
O=C(c1ccccc1)N1CCN(C(=O)c2ccc3c(c2)OCO3)CC1 | -1.7 | -1.7 | -1.3 | 3.2 | -3.8 | -0.6 | -2.8 | -1.8 | 1.5 | 10.4
COc1ccc(CNC(=O)CCC(=O)Nc2nnc(C(C)C)s2)cc1 | 4.5 | 8.3 | -7.4 | 0.9 | -11.5 | -0.5 | 6.7 | -4.9 | 4.3 | -1.3
CCCCn1c(N)c(N(CCC(C)C)C(=O)CSc2nnc3ccccn23)c(=O)[nH]c1=O | -0.3 | 0.8 | 2.9 | 2.0 | 4.1 | -0.2 | 1.2 | 5.3 | 0.2 | 4.8
C[C@@H]1CN([C@@H](C)CO)C(=O)c2cc(Br)cnc2O[C@H]1CN(C)Cc1cccc(C(=O)O)c1 | 1.1 | 1.3 | -1.6 | 1.4 | -2.4 | 0.1 | 0.4 | 0.0 | -2.8 | 6.9
Cc1nc([N+](=O)[O-])c(C(=O)OCc2ccccc2C#N)n1C | 5.8 | -0.2 | 3.2 | -9.3 | 3.4 | 0.6 | -1.8 | -3.4 | -0.3 | -1.2
O=C(c1ccc2c(c1)OCO2)N1CCN=C1SCc1cccnc1 | 1.1 | 2.2 | 5.0 | -6.0 | 7.3 | -0.1 | 6.7 | -1.2 | -1.2 | -0.7
COc1ccc(Cl)cc1NC(=S)N1CCN(C(=O)c2ccco2)CC1 | -1.5 | -4.5 | 39.3* | -3.8 | 1.8 | 0.1 | -2.4 | 4.8 | -1.6 | -5.6
CCOc1cc(C(=O)CCC(=O)OCC(=O)NC(=O)NCC(C)C)ccc1O | -5.6 | 2.5 | 4.9 | 8.6 | -3.4 | -0.3 | 0.2 | 7.2 | 2.5 | -11.9
COc1ccc(/C=N/NC(=O)c2cccnc2)cc1CSc1ccccn1 | -0.1 | 0.3 | -2.0 | -2.6 | 5.2 | 0.2 | 0.9 | -4.3 | -2.1 | 10.8
CC(OC(=O)c1ccc2ncsc2c1)C(=O)N(C)C1CCCCC1 (stereo unspecified) | 3.8 | -5.7 | 9.4 | 0.9 | -0.6 | 0.6 | 8.5 | -0.7 | -1.7 | 9.4
O=C(COC(=O)CCSc1ccc(Cl)cc1)NCc1ccccc1 | 3.3 | -0.7 | 2.0 | -9.8 | -2.2 | 0.7 | -2.9 | -4.8 | 3.1 | -3.2
CCN(CC)c1ccc2cc(C(=O)O)c(=O)oc2c1 | 1.9 | -5.4 | 4.9 | -1.7 | -5.4 | 9.5 | -0.8 | 13.8 | 2.8 | -30.5
Cc1ccc(S(=O)(=O)NC(=S)c2ccccc2)cc1 | 2.4 | -5.2 | 6.2 | -6.5 | 9.0 | 0.0 | -1.5 | -5.0 | -0.5 | 12.6
CCCn1c(NCc2c[nH]c3ccccc23)nc2ccccc21 | 3.8 | -4.7 | 3.5 | -1.5 | 8.6 | 0.2 | -0.2 | -0.1 | 0.9 | -0.4
COc1ccccc1NC(=O)CC1SC(=N)N(c2ccccc2)C1=O (stereo unspecified) | -5.2 | 1.1 | -6.8 | 1.8 | -5.3 | 0.0 | 4.8 | 11.8 | 2.2 | 3.0
Cc1cc(C)c(S(=O)(=O)N2CCCCC2CCNC(=O)C(=O)NCCN2CCOCC2)c(C)c1 (stereo unspecified) | -3.9 | 4.9 | -4.7 | 4.1 | -4.2 | -0.6 | 2.2 | 2.6 | 1.8 | -13.6
CCOC(=O)C1CCCN(C(=O)c2ccc(F)c(Cl)c2)CC1 (stereo unspecified) | 0.0 | -2.9 | 1.0 | -3.2 | 0.3 | 0.6 | -0.2 | 1.0 | -1.2 | -5.7
CCC(C)C(NS(=O)(=O)c1ccc(C)cc1)C(=O)Oc1ccc2c3c(c(=O)oc2c1)CCC3 (stereo unspecified) | -0.7 | 2.0 | -9.8 | -3.5 | 7.6 | 21.0* | 3.8 | 3.7 | -1.1 | -0.3

Sorted by heavy-atom count (largest number first): four of the compounds above
SMILES | LEDGF integ inh | MBD2 DNA inh | SIAE inh | DDE Tn7 FP inh | TCR-CD3 inh | KLK7 zymogen act | PRMT1 FP inh | DDE Tn6 FP inh | UHRF1 binding | TDP2 inh
C[C@@H]1CN([C@@H](C)CO)C(=O)c2cc(Br)cnc2O[C@H]1CN(C)Cc1cccc(C(=O)O)c1 | 1.1 | 1.3 | -1.6 | 1.4 | -2.4 | 0.1 | 0.4 | 0.0 | -2.8 | 6.9
O=C(c1ccccc1)N1CCN(C(=O)c2ccc3c(c2)OCO3)CC1 | -1.7 | -1.7 | -1.3 | 3.2 | -3.8 | -0.6 | -2.8 | -1.8 | 1.5 | 10.4
CCN(CC(=O)Nc1c(F)cccc1F)C(=O)C1=COCCO1 | -1.5 | -1.3 | 2.7 | 3.2 | -2.0 | -0.1 | -1.7 | 7.8 | 1.6 | 4.5
CCOC(=O)C1CCCN(C(=O)c2ccc(F)c(Cl)c2)CC1 (stereo unspecified) | 0.0 | -2.9 | 1.0 | -3.2 | 0.3 | 0.6 | -0.2 | 1.0 | -1.2 | -5.7

New compounds follow.
SMILES | LEDGF integ inh | MBD2 DNA inh | SIAE inh | DDE Tn7 FP inh | TCR-CD3 inh | KLK7 zymogen act | PRMT1 FP inh | DDE Tn6 FP inh | UHRF1 binding | TDP2 inh
CCNC(=O)N(C)c1c(CC)nc2ccc(C(=O)N3CCN(S(=O)(=O)CC)CC3)cn12 | -3.3 | -1.5 | -0.6 | -0.1 | -8.6 | -0.1 | 0.4 | 0.4 | 0.5 | -0.2
O=S(=O)(c1ccc(S(=O)(=O)N2CCN3CCCC3C2)cc1)N1CCCC1 (stereo unspecified) | 1.1 | 3.8 | 0.4 | -0.9 | 1.9 | -0.2 | -2.7 | -5.0 | -1.1 | 9.6
CCOc1ccc(N2CC(C(=O)NC(C)C)CC2=O)cc1 (stereo unspecified) | -1.1 | -0.4 | -4.5 | -9.8 | 8.5 | 0.1 | 1.0 | -8.8 | 8.9 | -1.2
C=CCn1c(NC(=O)c2ccc(Br)o2)c(C(=O)OCC)sc1=S | -0.8 | -3.0 | 7.3 | 5.8 | 5.0 | 0.3 | 6.2 | 3.4 | -1.4 | 9.0
CCC(=O)NC(=S)Nc1ccc(Cl)cn1 | -3.4 | 6.0 | 0.8 | -0.8 | 14.1 | 0.0 | 0.1 | 4.3 | -0.8 | -6.9
COc1cccc(/C=N/Nc2ncnc3scc(-c4ccccc4)c23)c1O | -5.4 | 2.1 | 2.6 | 1.5 | 3.5 | -4.1 | -2.3 | -3.1 | -9.6 | -15.8
